# Ub-GFP proteasome: proteasome inhibitors stabilizing ubiquitin-GFP reporter; Ubiquitin-GFP reporter cells, proteasome inhibition, GFP fluorescence; response scale: untreated = 0%, 10 µM MG-132 = 100%; Potency, µM (highest dose often 45.9 µM), for the others: at the highest dose activation (GFP accumulation), actives largely listed as activators; 67,000 tested, under 10 active; active = well fitted activation curve with a large enough effect, not every such curve was filed as active; inconclusive = small, poorly fitted or top-dose-only effect, or another doubt; inactive = no such curve, though single readings can be large or run the other way; also: potency is read from the fitted curve at half-maximal effect
#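 U2OS cells stably expressing ubiquitin(G76V)-GFP, seeded overnight in 0.5% FBS medium, were exposed to compounds (qHTS, 46 uM to 2.9 nM) for 4 hr at 37 °C. GFP-positive cells were counted by laser cytometry (488 ex/515 em), normalized between basal and 10 uM MG-132.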
# GFP derepression: epigenetic GFP locus derepression in mouse cells; 0.09% of 68,000 active; mouse C127i GFP locus derepression, cytometry, 30 h; Potency, µM (titrated, usually from 46.1 µM), inactives show at the highest dose GFP derepression (activation); also: % of control where 0% means no effect
#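 Murine C127i mammary cells carrying a silenced, stably integrated CMV-driven GFP reporter were treated with compound for 30 hours at 37 C. After PBS washes, GFP-positive cells were counted by laser-scanning microplate cytometry.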
# HADH2 inh: inhibitors of human HADH2 dehydrogenase; Potency, µM (top dose mostly 57.1 µM), without a hit: top-dose activity change, negative = inhibition, usual class: inhibitors; 3.4% of 73,000 active; recombinant HADH2, NADH fluorescence, beta-hydroxybutyryl-CoA; Q99714; also: potency is read from the fitted curve at half-maximal effect; % is scaled to controls: 0 for no effect and ±100 for the full control effect; nearly all actives have a fitted effect of over 60% in size; many of its hits are not listed in these tables
# Target sequence (Q99714 whole entry, looked up, one chain of several): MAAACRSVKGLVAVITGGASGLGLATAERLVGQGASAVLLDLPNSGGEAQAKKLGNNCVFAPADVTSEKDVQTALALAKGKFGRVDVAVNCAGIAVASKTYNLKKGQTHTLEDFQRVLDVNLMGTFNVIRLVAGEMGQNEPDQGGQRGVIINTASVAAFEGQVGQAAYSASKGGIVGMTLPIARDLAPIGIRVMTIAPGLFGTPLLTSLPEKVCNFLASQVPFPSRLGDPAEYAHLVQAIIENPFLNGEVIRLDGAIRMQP
#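 Read-out: 360 nm excitation, 450 nm emission, kinetic over 4 min. Conditions: His-tagged human HADH2 20 nM, pH 9.0 Tris with Tween-20, 1 mM NAD+, 90 uM beta-hydroxybutyryl-CoA.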
# HBB splicing: hemoglobin beta splicing modulation | HBB splicing reporter cell assay, activation; EGFP reporter with mutant IVS2-654 intron; response scale: normalised to 500 nM splice-correcting PNA | Potency, µM (series often up to 46.1 µM), without a hit: at the highest dose activation, actives largely listed as activators | 0.06% of 65,000 active; also: potency is read from the fitted curve at half-maximal effect; 0% is about no effect
#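 HeLa cells stably expressing EGFP interrupted by mutant beta-globin intron 2 (IVS2-654), 500/well in 2% FCS. Treated with compound for 2 days at 37C. Splicing correction scored as total well GFP intensity (488 nm excitation, 500-520 nm emission); 500 nM antisense PNA served as control.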
# Hsp90 Hop PPI: changes Hsp90-Hop TPR2A binding signal, up or down. Potency, µM (titrated, usually from 57 µM), inactives show top-dose activity change, negative = inhibition. 0.44% of 71,000 active. AlphaScreen TPR2A-His6 binding biotin-Hsp90 C-terminal peptide; active = well fitted curve in either direction with a large enough effect; inconclusive = small, poorly fitted or top-dose-only effect, or another doubt; also: potency is read from the fitted curve at half-maximal effect; % is scaled to controls: 0 for no effect and ±100 for the full control effect; many of its hits are not listed in these tables
# BRCT inh green: blocks human BRCA1 BRCT binding to phosphopeptide, green readout; P38398; BRCA1 BRCT-phosphopeptide binding, green fluorescence polarization; Potency, µM (series often up to 76.9 µM), for inactives: at the highest dose activity change, negative = inhibition, usual class: inhibitors; 0.05% of 75,000 active; AID 875;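 also: potency is read from the fitted curve at half-maximal effect; plate controls were peptide without protein for full effect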
#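 Compounds were incubated for 12 min at room temperature with a complex of 100 nM fluorescein-tagged pBACH1 decapeptide and 250 nM His-tagged BRCT protein. Buffer was phosphate pH 7.3 with EDTA, DTT and Tween 20. Disruption of binding lowers the polarization signal.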
# BRCT inh red: BRCT-phosphoprotein interaction inhibition (red fluorophore); Potency, µM (titrated, usually from 76.9 µM), for inactives: at the highest dose activity change, negative = inhibition, most hits filed as inhibitors; AID 892; P38398; 0.03% of 75,000 active; BRCT-phosphopeptide binding, red fluorescence polarization; also: % is scaled to controls: 0 for no effect and ±100 for the full control effect
#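 Rhodamine-labelled pBACH1 10-mer (100 nM) bound to BRCT domain (100 nM) at pH 7.3; compounds incubated 12 min room temperature, polarization read. Free peptide defines full inhibition; unlabelled decapeptide titrated as control.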
# Pol III holo inh: DNA polymerase III holoenzyme inhibition. reconstituted DNA polymerase III holoenzyme replication, biochemical. Potency, µM (series often up to 57.1 µM), for inactives: at the top dose activity change, negative = inhibition. 0.25% of 71,000 active. AID 603; also: potency is read from the fitted curve at half-maximal effect; % is scaled to controls: 0 for no effect and ±100 for the full control effect
#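 Reconstituted *E. coli* holoenzyme (0.35 nM Pol III, 1 nM beta, 154 nM SSB, 2 nM primase) was preincubated with compound for 15 min at RT. Synthesis on 1.4 nM ssM13Gori ran 35 min, then was stopped with PicoGreen/EDTA and read as dsDNA fluorescence.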
# USP2a inhib: inhibitors of human ubiquitin-specific protease USP2a; USP2a enzymatic assay, qHTS inhibition; Potency, µM (series often up to 38.3 µM), inactives show top-dose activity change, negative = inhibition, hits mostly inhibitors; 0.1% of 60,000 active; AID 927;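 also: potency is read from the fitted curve at half-maximal effect; nearly all actives have a fitted effect of over 60% in size; plate controls were DMSO for no effect and NEM full inhibition control for full effect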
#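 USP2 core (20nM final) preincubated 30 min RT with compound, then Ub-PLA2 20nM and NBD C6-HPC 20uM final added; buffer 20mM Tris-HCl pH 8.0, 2mM CaCl2. Fluorescence Ex 460/Em 535 read at 0 and 2.5 h; normalized to NEM.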
# ALOX15 inhib: blocks human 15-lipoxygenase activity; P16050; purified 15hLO-1, xylenol orange hydroperoxide absorbance; Potency, µM (series often up to 57.1 µM), for the others: at the top dose activity change, negative = inhibition, hits mostly inhibitors; 1.4% of 74,000 active; also: potency is read from the fitted curve at half-maximal effect; % is scaled to controls: 0 for no effect and ±100 for the full control effect; nearly all actives have a fitted effect of over 55% in size
# Target sequence (P16050 whole entry, looked up): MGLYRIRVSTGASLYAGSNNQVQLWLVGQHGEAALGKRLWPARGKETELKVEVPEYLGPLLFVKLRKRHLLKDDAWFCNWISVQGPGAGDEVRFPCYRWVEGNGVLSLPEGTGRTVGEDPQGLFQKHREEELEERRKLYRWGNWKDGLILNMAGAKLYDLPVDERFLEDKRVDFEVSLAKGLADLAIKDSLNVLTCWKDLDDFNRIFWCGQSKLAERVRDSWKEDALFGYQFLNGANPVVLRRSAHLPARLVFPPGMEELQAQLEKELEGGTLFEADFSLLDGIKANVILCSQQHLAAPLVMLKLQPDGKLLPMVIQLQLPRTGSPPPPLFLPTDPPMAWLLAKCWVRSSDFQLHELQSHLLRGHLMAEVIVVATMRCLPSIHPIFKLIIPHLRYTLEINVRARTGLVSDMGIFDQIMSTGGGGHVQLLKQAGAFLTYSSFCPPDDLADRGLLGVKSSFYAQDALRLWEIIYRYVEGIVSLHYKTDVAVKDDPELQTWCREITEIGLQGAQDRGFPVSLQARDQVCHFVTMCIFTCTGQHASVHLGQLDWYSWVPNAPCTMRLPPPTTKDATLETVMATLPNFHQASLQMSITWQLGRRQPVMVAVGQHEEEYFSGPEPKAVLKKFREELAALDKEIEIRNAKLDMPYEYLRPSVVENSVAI
#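 Purified human 15hLO-1 (40 nM) in 25 mM Hepes pH 7.5, 0.01% Triton X-100, preincubated 15 min RT with compound, then 50 uM arachidonic acid for 6 min. Hydroperoxide read by ferrous/xylenol orange, 30 min; 573/405 nm absorbance ratio gave progress.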
# CRE Fsk mod: modulators of forskolin-stimulated CRE signaling in CHO cells; CHO CRE-bla reporter (cAMP response element driving beta-lactamase), forskolin EC10, beta-lactamase ratio; Potency, µM (series often up to 38.2 µM), for the others: at the highest dose activity change, negative = inhibition, most hits filed as activators; 2.5% of 71,000 active; AID 662; active = well fitted activation curve with a large enough effect in the signal ratio, with a control signal flat, not every such curve was filed as active; inconclusive = small, poorly fitted or top-dose-only effect, or effect the other way, or a change in a side signal; the % refers to the signal ratio; also: potency is read from the fitted curve at half-maximal effect; % of control where 0% means no effect
#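 Cells were plated overnight at 37 °C, exposed to compound titrations plus EC10 NKH 477 for 3 h, then given CCF4 dye for 2 h at room temperature. Blue/green (460/530 nm) ratio was converted to %Activity and AC50 values calculated.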
# Starred values were filed as active, the others as inactive; ? = inconclusive; . = no result given; [ ] = remark or other dose. Unless noted, calls follow the shape of the dose curve; as a rule, active = well fitted curve in the direction sought with a large enough effect; inconclusive = small, poorly fitted or top-dose-only effect, or another doubt; inactive = no such curve, though single readings can be large; an effect the other way counts as inactive or inconclusive.
# The line under a structure holds: Ub-GFP proteasome	GFP derepression	HADH2 inh	HBB splicing	Hsp90 Hop PPI	BRCT inh green	BRCT inh red	Pol III holo inh	USP2a inhib	ALOX15 inhib	CRE Fsk mod
1	CCCOc1ccc(/C=c2\sc3nc(-c4ccco4)nn3c2=O)cc1OCC
→ 7%	0%	-12%	0.5%	-1%	2.8%	-0.8%	-4%	19%	-5%	-8%
2	COC(=O)[C@H](NC(=O)c1cc(-c2ccccc2)nc2ccccc12)c1ccccc1
→ 0%	2%	-23%	.	-3%	1.9%	-2.7%	2%	18%	-15%[25.6 µM]	12%
3	O=C(CSc1nnc(-c2cccnc2)n1Cc1ccco1)c1ccc(Cl)cc1
→ -1%	3%	-5%	-1.8%	-1%	0.0%	0.0%	-2%	-4%	-2%	0%
4	N[C@H](C(=O)O)c1ccc(C(=O)O)cc1
→ 4%	0%	-5%	.	-2%	-0.6%	0.7%	2%	.	?	?
5	NCCCc1ccc2oc3ccccc3c2c1
→ 2%[9.17 µM]	-1%[9.22 µM]	11%[11.4 µM]	-0.8%[9.22 µM]	-4%[11 µM]	0.8%[15.4 µM]	-0.1%[15.4 µM]	-12%[11.4 µM]	.	-1%[11.4 µM]	-2%[7.6 µM]
6	Cc1nc2ncccn2c1-c1csc(NCc2ccco2)n1
→ 3%	1%	-17%	-1.7%	-12%	-2.4%	-0.3%	-4%	-10%	4%	?
7	CCOCCCn1c(SCC(=O)NC(C)(C)C)nc2ccccc2c1=O
→ 0%	-1%	-5%	-1.0%	-3%	-1.4%	0.1%	-3%	6%	7%	-3%
8	CCCNC(=O)OC[C@@H]1O[C@H](CCO/N=C(\C)CCN2CCCCc3nc(C)c(C)cc32)C=C[C@@H]1Oc1ccc(OC)cc1
→ .	.	7%[11.4 µM]	-0.5%[9.22 µM]	.	-1.8%[15.4 µM]	1.2%[15.4 µM]	.	.	13%[11.4 µM]	.
9	CCCC(=O)Nc1c2c(nn1-c1ccc(OC)cc1)CS(=O)C2 (configuration not stated)
→ -12%	2%	0%	0.0%	-6%	-0.9%	0.3%	3%	-2%	15%	-8%
10	C/C(CCC(=O)OC[C@@H]1O[C@H](C#Cc2ccccc2)C=C[C@@H]1Oc1ccc(C)cc1)=N/O[C@@H](C)c1cc(-c2c(C)cc(C)cc2C)no1
→ .	.	3%[11.4 µM]	0.4%[9.22 µM]	.	-2.4%[15.4 µM]	1.8%[15.4 µM]	.	.	3%[11.4 µM]	.
11	COc1cccc(OCC(=O)NC2CCCCC2)c1
→ -7%	2%	8%	0.1%	0%	-0.4%	-2.0%	-1%	4%	2%	1%
12	O=C(NCCc1ccc(Cl)cc1)C1CCN(S(=O)(=O)N2CCCC2)CC1
→ 7%	1%	2%	-0.3%	-1%	0.3%	0.7%	5%	7%	-1%	?
13	CCCCc1nnc(NC(=O)C=C(C)C)s1
→ -2%	4%	14%	-0.3%	0%	-0.5%	-0.1%	4%	5%	2%	5%
14	CCn1cc(C(=O)O)c(=O)c2cc(F)c(N3CCN(C(=O)Nc4ccccc4)CC3)cc21
→ -4%	0%	25µM*	-0.9%	1%	-0.3%	0.0%	0%	38%[activator]	-12%	3%
15	O=C(NC1CCCC1)C(c1cccs1)N(CC1CCCO1)C(=O)Cc1cccs1 (configuration not stated)
→ -2%	-2%	-19%	-6.9%	-1%	-0.4%	-0.2%	-3%	-4%	-3%	?
16	CCCCn1c(CN2CCN(C(=O)OCC)CC2)nc2c1c(=O)n(C)c(=O)n2C
→ .	2%	-6%	4.2%[0.369 µM]	-4%	0.9%	1.1%	-6%	-1%	-2%	-9%
17	Oc1ccc(Cl)cc1CNc1ccc(Br)cn1
→ 1%	3%	-6%	-1.9%	4%	1.5%	-1.5%	-3%	-11%	-29%	-13%
18	O=C(NC1CC2CCCC(C1)N2C(=O)NCc1ccccc1)C1CC1 (configuration not stated)
→ -6%	-2%	3%	.	-2%	-0.8%	0.2%	-6%	19%	6%	4%
19	Cc1cc2c(c(=O)n1CCN(C)C)C(c1ccccc1Br)C(C#N)=C(N)O2 (configuration not stated)
→ 3%	0%	8%	0.2%	-2%	-0.6%	-0.8%	-4%	-5%	3%	-14%
20	Cc1nc2ccccc2c2oc(C(=O)N3CCC(N4CCCCC4)CC3)cc12
→ -2%	7%	1%	-0.2%	1%	2.2%	-0.1%	-11%	.	1%	21%
21	CC(=O)N1CCC(N(C(=O)Nc2ccc(C)c(C)c2)C2CCCC2)CC1
→ 0%	0%	5%	-1.5%[57.5 µM]	-1%	-3.0%	0.1%	-2%	3%	7%	3%
22	Clc1ccc(CSc2nnc(-c3ccncc3)o2)c(Cl)c1
→ 20%	-4%	-10%	0.2%[1.84 µM]	8%	1.4%	-1.3%	-4%	5%	-1%	?
23	O=C(CSc1ncccc1C(=O)O)NCCC1=CCCCC1
→ 2%	2%	-5%	-0.2%[57.5 µM]	-2%	2.0%	1.6%	-6%	6%	2%	4%
24	CC/C(=N\O)c1ccc(O)c(OC)c1
→ 4%	4%	-9%	0.1%[9.22 µM]	-3%	-1.1%	-0.1%	-13%	-3%	4%	-5%
25	COc1ccc(-c2cc(C(=O)Nc3c(C)nn(Cc4ccc(Cl)cc4)c3C)no2)cc1
→ -6%	7%	5%	-2.9%	-3%	-4.2%	-1.1%	6%	33%[activator]	-6%	8%
26	CC(C)OCCCNC(=O)c1sc(=S)n(C)c1N
→ -3%	4%	?	-0.7%[57.5 µM]	-2%	-1.5%	0.0%	-5%	4%	-8%	-6%
27	O=C(Nn1c(-c2ccccc2)nc2ccccc2c1=O)C1CCC1
→ 9%	-1%	-1%	.	-2%	-1.5%	0.3%	-6%	-4%	1%	-4%
28	Cc1nccn1CC(O)COC1CCCCC1 (configuration not stated)
→ 4%	-2%	10%	0.0%	-1%	-0.4%	1.1%	-4%	-15%	-5%	-5%
29	CCC(=O)n1nc(-c2ccccc2)nc1NCc1ccccc1
→ -5%	3%	-8%	-1.0%	25%	-0.6%	-1.9%	0%	-7%	5%	8%
30	CCOC(=O)c1sc(NC(=O)C(CC)Sc2nnc3c4ccccc4n(CC)c3n2)nc1C (configuration not stated)
→ 6%	-2%	4%	-3.1%	-7%	-1.7%	-2.3%	3%	26%	-1%	?
31	CCC(C)N(CC(=O)NCc1ccc(OC)cc1)C(=O)c1csnn1 (configuration not stated)
→ -2%	-2%	5%	0.2%[57.5 µM]	-3%	-1.7%	0.3%	-7%	-1%	13%	-4%
32	Cc1ccc2cc(C#N)c(N3CCCC3)nc2c1C
→ 4%	0%	23%	-0.6%	1%	1.1%	-0.6%	-4%	20%	?	?
33	Cc1ccc(CC2SC(=O)NC2=O)cc1Cl (configuration not stated)
→ -2%	1%	-7%	.	-1%	-1.6%	0.3%	-1%	-1%	-5%	3%
34	CC(C)(C)c1ccc(SCC(N)=O)cc1
→ 5%	0%	6%	-2.9%	-9%	-2.6%	-0.4%	0%	-11%	2%	-1%
35	CN(C)c1ncc2nc(-c3ccccc3)c(=O)n(C3CC3)c2n1
→ 3%	-3%[9.22 µM]	?	1.7%	20µM*	-9.1%	-1.4%	-11%	-4%	?	?
36	CCOC(=O)C1=C(N)n2c(s/c(=C\c3ccco3)c2=O)=C(C(=O)OCC)C1c1ccco1 (configuration not stated)
→ -5%	6%	-2%	2.1%[57.5 µM]	-21%	6.3%	2.2%	0%	32%[activator]	-23%	8%
37	FC(F)(F)c1cc(-c2cccs2)nc(N2CCOCC2)n1
→ -5%	0%	?	-0.9%	25%	-0.9%	-1.5%	-4%	-2%	-3%	?
38	NC(=O)CSc1nnc(Cc2csc(Nc3ccccc3)n2)n1Cc1ccccc1
→ -3%	1%	2%	.	-13%	-0.3%	0.1%	2%	16%	-3%	-3%
39	CCOC(=O)CCc1n[nH]c(=O)[nH]c1=O
→ -9%	-2%	3%	0.6%	0%	-0.5%	0.5%	-2%	0%	6%	0%
40	Cc1ccc(C#N)cc1
→ .	.	-22%	-1.0%	0%	-0.8%	0.6%	1%	.	8%	6%

# Some of the compounds tested (hit frequency here may not be typical).
